Source: PubChem BioAssay (The Scripps Research Institute Molecular Screening Center)
MITF inh = inhibitors of human MITF. O75030. AlphaScreen MITF homodimerization, bead proximity signal. inhibition, % at 2.6 µM. 0.91% of 650,000 active; in the data active = inhibition above about 50%;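 also: 0% = vehicle wells with protein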
Target sequence (O75030 whole entry, looked up): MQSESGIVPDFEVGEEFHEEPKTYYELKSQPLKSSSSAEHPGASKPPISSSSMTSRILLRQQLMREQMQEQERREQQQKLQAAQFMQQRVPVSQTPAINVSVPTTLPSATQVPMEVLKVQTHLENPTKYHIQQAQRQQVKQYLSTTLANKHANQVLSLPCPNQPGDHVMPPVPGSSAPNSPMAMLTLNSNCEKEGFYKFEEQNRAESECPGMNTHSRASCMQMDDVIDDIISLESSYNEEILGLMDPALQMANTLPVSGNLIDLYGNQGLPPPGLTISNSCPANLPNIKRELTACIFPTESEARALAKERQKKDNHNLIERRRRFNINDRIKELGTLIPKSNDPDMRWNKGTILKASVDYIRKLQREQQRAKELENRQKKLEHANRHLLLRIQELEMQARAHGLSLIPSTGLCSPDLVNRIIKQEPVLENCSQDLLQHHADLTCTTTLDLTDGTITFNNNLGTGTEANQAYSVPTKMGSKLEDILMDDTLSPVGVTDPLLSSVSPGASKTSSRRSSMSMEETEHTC
FBW7 act = activators of human E3 ligase FBW7; Q969H0; AlphaScreen FBW7–phospho-cyclin E peptide binding, activator screen; normalized activity (activation), % at 26.1 µM; 0.13% of 650,000 active; AID 1259310; in the data active = normalized activity above about 1.9%;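 also: purified mutant Fbw7 with reduced substrate affinity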
TEAD-YAP block = TEAD-YAP interaction inhibition. HEK-TIYL cells, TEAD-Gal4/YAP UAS-luciferase luminescence. inhibition, % at 9.12 µM. 1.4% of 640,000 active; in the data active = inhibition above about 32%;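 also: 0% = median of test compound wells and 100% = reference inhibitor wells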
GPR151 ag = activates the human receptor GPR151. 1% of 650,000 active. activation, % at 11.2 µM. PathHunter beta-arrestin GPR151 cells, luminescence. Q8TDV0. AID 1508602; in the data active = activation above about 4.9%;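 also: 0% = median of compound wells and 100% = cells with positive control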
Target sequence (Q8TDV0 whole entry, looked up): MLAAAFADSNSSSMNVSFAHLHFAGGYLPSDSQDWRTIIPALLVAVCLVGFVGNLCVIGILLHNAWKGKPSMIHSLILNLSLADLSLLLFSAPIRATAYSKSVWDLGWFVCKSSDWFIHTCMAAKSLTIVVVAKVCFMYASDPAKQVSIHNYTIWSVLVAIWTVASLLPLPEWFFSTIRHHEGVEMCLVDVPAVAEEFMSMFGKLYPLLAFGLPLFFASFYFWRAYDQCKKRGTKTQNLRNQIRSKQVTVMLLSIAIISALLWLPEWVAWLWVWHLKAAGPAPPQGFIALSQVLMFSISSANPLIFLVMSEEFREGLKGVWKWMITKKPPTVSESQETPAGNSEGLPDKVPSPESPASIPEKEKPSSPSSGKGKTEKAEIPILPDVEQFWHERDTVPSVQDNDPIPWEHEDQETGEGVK
The depositor's hits bear a star.

molecule	MITF inh	FBW7 act	TEAD-YAP block	GPR151 ag
COc1cc2c(cc1NS(=O)(=O)c1ccc(F)cc1)oc1ccccc12	13.2	0.2	0.7	-0.8
COc1ccc(CCNc2nc(-c3c(C)noc3C)nc3c2ncn3C2CCCCC2)cc1	13.5	0.1	-1.9	-1.3
O=C1CC(SCCc2nc3ccccc3[nH]2)C(=O)N1c1ccc(F)cc1 (centres undefined)	3.1	-0.1	3.9	2.3
CN(C)C(=O)c1ccc(N2CCC(NCC3(N4CCOCC4)CCCC3)CC2)cc1	17.7	0.6	-10.8	-1.4
Cc1ccccc1C(=O)Nc1nnc(S(=O)(=O)N(C)Cc2ccco2)s1	0.6	0.0	-2.3	-0.2
O=C(NC1CC1)c1csc(Nc2cnccn2)n1	11.1	0.2	0.7	-0.7
Cc1nc(COC(=O)/C=C/c2ccc(S(=O)(=O)N3CCc4ccccc43)cc2)cs1	-1.5	0.0	-3.1	-1.0
CN(C)c1ncc(CN2CCN(C3CCCCC3)C(CCO)C2)s1 (centres undefined)	18.2	0.1	-7.8	-2.8
c1ccc(-c2nc(-c3ccncc3)cc(N3CCC4(CC3)OCCO4)n2)nc1	4.0	-0.2	6.6	-0.6
CC(NC(=O)CS(=O)(=O)c1ccccc1)c1ccccc1 (centres undefined)	-20.0	0.0	0.8	-0.3
CC(C)CCn1nnnc1CN1CCN(c2ccccc2)CC1	-8.4	-0.3	1.3	0.1
O=C(O)c1cc(N/N=C/c2ccccc2[N+](=O)[O-])ccc1Cl	1.3	0.0	-46.9	-3.2
O=C(c1cccs1)N1C(=O)c2cccc3c(S(=O)(=O)N4CCCC4)ccc1c23	-7.2	0.0	-0.6	0.8
COCCNC(=O)CCC1CCN(Cc2ccc3c(c2)OCCO3)CC1	5.6	0.2	11.8	-0.3
CC1CCCN(C(=O)CCCOc2cc(=O)n(C)c3ccccc23)C1 (centres undefined)	18.4	0.1	3.1	-1.2
O=C(Cn1ncc2c1-c1ccccc1OC2)N1CCCC1	-8.0	0.0	-6.9	-0.1
Nc1nc(Cl)c(C=O)c(N2CCCCC2)n1	-7.8	0.0	6.3	2.0
CN(C)c1cccc(Nc2nc3ncnc(NCCN4CCOCC4)c3[nH]2)c1	-1.9	-0.3	-2.6	-0.2
COC(=O)C1=Nc2ccccc2/C1=C\c1c(O)[nH]c(=S)[nH]c1=O	7.2	-0.4	-7.0	2.2
COc1ccc(N(C(C)C(=O)Nc2cccc(C)c2C)S(C)(=O)=O)cc1 (centres undefined)	-10.1	-0.2	4.0	0.3
COc1cc(NC(=O)c2ccccc2Br)cc(OC)c1	8.6	0.0	-34.7	1.1
Nc1ccc2nc(SCC(=O)NCc3ccco3)sc2c1	1.2	0.0	4.3	1.0
CCN(Cc1ccccc1)C(=O)C1CCN(Cc2cc(OC)c(O)c(OC)c2)CC1	41.0	0.5	12.3	0.9
COc1cc(C2C(C#N)=C(N)Oc3cc(O)ccc32)cc2c1OCO2 (centres undefined)	-7.3	0.0	2.2	-1.0
CCOc1cccc(C(=O)NC(=S)Nc2ccc(I)cn2)c1	0.5	-0.1	-0.8	-0.4
Cc1cnc(C)c(-c2ccc3c(c2)CC(CNC(=O)c2ccncc2)O3)n1 (centres undefined)	8.5	0.0	-14.0	0.2
Cn1cc(CC(=O)NCCCN2CCCC2=O)c2ccccc21	4.5	-0.1	14.4	2.6
CCC(C)(C)NC(=O)C(c1ccccc1)N(Cc1cccnc1)C(=O)c1csnn1 (centres undefined)	4.7	0.1	-9.0	0.2
COCCNC(=O)c1ccc2c(c1)nc(C)n2-c1cccc(F)c1	14.7	0.6	1.8	1.0
CN1CCN(CCC(=O)N/N=C/c2cc([N+](=O)[O-])ccc2O)CC1	42.2	-1.1	-1.6	-0.4
CCCCN(CC)CCNC(=O)CCNC(=O)Cn1cnc2sc3c(c2c1=O)CCCC3	10.7	-0.1	-4.7	0.0
O=C(c1ccco1)N1CCN(c2ncccn2)CC1	8.4	0.2	-5.5	-1.4
O=C(CCCCCn1c(SCC(=O)Nc2ccccc2C(F)(F)F)nc2ccsc2c1=O)NCCc1ccccc1	13.9	0.1	10.9	-0.6
Cc1ccccc1CN1C(=O)CSc2ccc(C(=O)N3CCC4(CC3)OCCO4)cc21	5.2	0.0	4.3	-0.8
O=C(O)Cc1ccc(NC(=O)c2ccc(Br)o2)cc1	1.4	-0.1	1.0	-2.7
CCCn1cc(S(=O)(=O)CC(=O)Nc2ccc(OC)cc2OC)c2ccccc21	-14.1	0.1	2.8	-0.7
CCC(C)(C)n1nnnc1C(c1cc2ccc(OC)cc2[nH]c1=O)N1CCN(C)CC1 (centres undefined)	2.1	-0.1	-5.3	-0.6
Cc1cc(NC(=O)CCC(=O)N(CC(=O)NCC2CCCO2)Cc2ccco2)no1 (centres undefined)	6.6	0.4	1.3	-0.5
O=C1C=C(Nc2cccc([N+](=O)[O-])c2)c2ccccc2C1=O	1.6	-0.2	-5.5	1.0
CCCCN(C)Cc1c(C)[nH]c2ccccc2c1=O	7.5	0.0	-2.2	0.3
COc1ccc(-n2nc3c(c2NC(=O)c2ccccc2Cl)CS(=O)C3)cc1 (centres undefined)	-8.1	-0.1	-4.4	0.0
CC(C)c1cc(C(N)=O)c(NC(=O)C2CCC2)s1	-0.3	0.1	12.4	0.9
COc1ccc(OC)c(CNC(=O)CCc2c(C)nc3nc(CN)nn3c2C)c1	12.3	0.4	5.5	-0.2
CC(=O)C1C(c2cccs2)NC(=O)NC1(O)C(F)(F)F (centres undefined)	-10.0	-0.2	-4.7	0.9
COc1cc(OC)cc(C(=O)Nc2ccc(N3CCN(C(=O)C(C)C)CC3)c(Cl)c2)c1	-17.3	0.2	-0.3	0.5
NS(=O)(=O)c1ccc(NC(=O)COc2ccc(Br)cc2)cc1	0.9	-0.1	8.5	0.0
COc1ccccc1-c1c(C(F)(F)F)oc2c(CN3CCN(C)CC3)c(O)ccc2c1=O	7.7	0.0	-0.1	-1.2
CCc1ccc(N(CC(N)=O)S(=O)(=O)c2ccccc2)cc1	45.5	-0.1	-0.6	-0.3
CCOC(=O)C1CCCN(c2cc(NCCO)c3c4c(onc24)-c2ccccc2C3=O)C1 (centres undefined)	27.0	-0.4	29.9	-0.6
CCCC(=O)Nc1ccc(C)c(Cl)c1	-22.9	-0.1	-5.5	1.3

Reformatted with two lines to a compound: 2 of the compounds above.
Each structure is followed by: MITF inh	FBW7 act	TEAD-YAP block	GPR151 ag
> COc1ccc(-n2nc3c(c2NC(=O)c2ccccc2Cl)CS(=O)C3)cc1 (centres undefined)
  -8.1	-0.1	-4.4	0.0
> Cn1cc(CC(=O)NCCCN2CCCC2=O)c2ccccc21
  4.5	-0.1	14.4	2.6

Later entries.
molecule	MITF inh	FBW7 act	TEAD-YAP block	GPR151 ag
CC(=O)Nc1ccc(NC(=O)C(C)Nc2ccc(OCc3ccccc3)cc2)cc1 (centres undefined)	3.5	-0.1	1.3	-1.5
Cc1cccc(C(=O)Nc2cccc(NC(=O)c3ccccc3C)c2)c1	-8.8	-0.1	-16.3	-0.6
CCOc1ccc(NC(=O)Cn2cnc3c(cnn3-c3ccc(F)cc3)c2=O)cc1	8.0	1.0	-4.6	0.0
Cc1ccn2nc(C(=O)Nc3ccc(-c4ccccc4)cc3)nc2n1	-8.2	-0.1	-14.3	-0.9
Nc1cccc2c1C(=O)N(C(=O)CCCN1C(=O)c3ccccc3C1=O)C2=O	3.8	0.0	-6.5	-1.0
COc1ccc2c(=O)c(C(=O)NC3CCCC3)c[nH]c2c1	12.1	0.0	-31.6	1.5
C=COCCCNC(=O)C1CCCN(c2nc3ccccc3n2CC)C1 (centres undefined)	-4.6	-0.1	3.1	2.1
CSc1nnc(C)n1Cc1ccccc1	38.5	1.6	2.7	0.5
Fc1ccc(C2=CC(c3cc(Br)ccc3F)n3ncnc3N2)cc1 (centres undefined)	3.1	-0.2	-3.1	-0.5
CCOc1cc(C2Nc3ccccc3NC3=C2C(=O)CC(c2ccc(OC)c(OC)c2)C3)ccc1O (centres undefined)	10.7	0.0	-2.7	-1.7
Cc1nc(N2CCN(c3ccccn3)CC2)c2c(C)c(C(=O)NCc3ccccn3)sc2n1	-4.4	0.2	20.5	-0.9
CC(=O)c1cccc(N2C(=O)c3cccc(F)c3C2=O)c1	-8.4	0.1	-3.3	-0.6
Cc1ccc(-n2c(SCC(=O)Nc3cc(C)on3)nc3c(sc(=S)n3-c3ccc(Cl)c(C)c3)c2=O)cc1	-10.4	0.2	-12.8	-0.1
CC(=O)Nc1ccc(NC(=O)c2cccc(N3CCN(c4ccccn4)CC3)n2)cc1	-10.4	0.2	36.0*	0.9
Cn1c(=O)c2c(SC3CCCC3)nc(C3CC3)nc2n(C)c1=O	-9.3	0.0	-0.3	0.3
COc1ccc(N2C(=O)NC(=O)/C(=C/c3cccc(C(F)(F)F)c3)C2=O)cc1	13.6	0.0	-3.2	-2.0
c1ccc2c(c1)nc(N1CCCCC1)c1ccccc12	13.7	0.7	2.7	2.3
CCOC(=O)c1c(NC(=O)C(F)(F)F)sc(C(=O)Nc2ccccc2)c1C	55.0*	-0.2	28.7	-4.4
Cc1ccc(CC(=O)N2CCC(c3nc4c(nnn4Cc4ccccc4)c(=O)[nH]3)CC2)cc1	-15.8	-0.5	-3.4	0.1
COc1ccc(C2CC(c3cccs3)=NN2C(=O)CSc2nnc(CNC(=O)c3cccc(C)c3)n2CCc2ccccc2)cc1 (centres undefined)	18.9	1.6	-19.6	1.5
COc1ccc(Oc2ccc(S(=O)(=O)N3CCC(C)CC3)cc2[N+](=O)[O-])cc1	-11.1	-0.1	-6.5	-1.6
COc1ccc(C2CC(c3ccc4ccccc4c3O)=NN2C(C)=O)cc1OC (centres undefined)	2.1	0.1	-13.8	1.2
COc1cc(CNc2ccc3c(c2)ncn3C(C)C)cc(OC)c1OC	11.6	-0.2	27.0	-0.6
CC(C)c1ccc(NC(=O)c2cc(S(=O)(=O)N3CCCC3)ccc2F)cc1	10.6	0.2	-2.0	1.5
CC1CCc2cc(F)ccc2N1C(=O)C12CCC(C)(C(=O)O1)C2(C)C (centres undefined)	-27.1	-0.2	5.7	-0.4

Structural class, the entries above with a Cl atom.
molecule	MITF inh	FBW7 act	TEAD-YAP block	GPR151 ag
O=C(O)c1cc(N/N=C/c2ccccc2[N+](=O)[O-])ccc1Cl	1.3	0.0	-46.9	-3.2
Nc1nc(Cl)c(C=O)c(N2CCCCC2)n1	-7.8	0.0	6.3	2.0
COc1ccc(-n2nc3c(c2NC(=O)c2ccccc2Cl)CS(=O)C3)cc1 (centres undefined)	-8.1	-0.1	-4.4	0.0
COc1cc(OC)cc(C(=O)Nc2ccc(N3CCN(C(=O)C(C)C)CC3)c(Cl)c2)c1	-17.3	0.2	-0.3	0.5
CCCC(=O)Nc1ccc(C)c(Cl)c1	-22.9	-0.1	-5.5	1.3
Cc1ccc(-n2c(SCC(=O)Nc3cc(C)on3)nc3c(sc(=S)n3-c3ccc(Cl)c(C)c3)c2=O)cc1	-10.4	0.2	-12.8	-0.1

(cont.)
molecule	MITF inh	FBW7 act	TEAD-YAP block	GPR151 ag
Cc1cccc(-c2nc3ccccc3c(=O)n2NC(=O)c2ccccc2Br)c1	-0.4	0.0	1.7	-0.6
Cc1ccccc1Cn1c(C)c(CNC(C)CCc2ccccc2)c(C(=O)O)c1C (centres undefined)	17.4	0.0	18.1	0.1
C=C(C)CNC(=S)N/N=C/c1ccc(OC(=O)c2cccnc2)cc1	-0.4	-0.1	0.2	-1.3
CCOC(=O)C1=NNC2(c3ccc(Cl)cc3)C(=O)N(c3cccc(Br)c3)C(=O)C12 (centres undefined)	-1.7	-0.1	-4.8	1.8
Cc1cccc(C(=O)Nc2ccc(S(=O)(=O)N3CCC(c4nc5ccccc5[nH]4)CC3)cc2)c1	-1.2	0.0	19.4	-0.7
O=C(CC1(O)C(=O)Nc2ccccc21)c1ccc2c(c1)CCCC2 (centres undefined)	3.0	0.1	3.1	-0.5
CCOc1cc2c(cc1OCC)C(c1ccc(Cl)cc1)NCC2 (centres undefined)	11.3	0.0	-11.6	1.3
COc1ccc(OCCN2CCN(S(=O)(=O)c3ccc(Cl)s3)CC2)cc1	-14.2	-0.1	2.3	-0.3
NC(=O)CSc1nnc(-c2cccnc2)n1-c1cccc(C(F)(F)F)c1	4.6	-0.1	10.2	-1.5
